# Screening data as filed in PubChem BioAssay.
# MCL1 BIM primary: inhibitors of human MCL1 binding to BIM-BH3 peptide | GST-MCL1 / FITC-Bim-BH3 fluorescence polarization | inhibition, % at 10.9 µM | AID 2057 | 320,000 tested, 0.68% active | Q07820;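 active = inhibition above the mean inhibition of all tested compounds plus 3 SD, set per campaign, cut at about 40% in these data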;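 note: 0% = DMSO wells and 100% = unlabeled Bim-BH3 peptide control; higher means more loss of mP so more displacement of Bim peptide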
# Fam108B counter: counter-screen for RBBP9 inhibitors: inhibitors of mouse Fam108B | inhibition, % at 9.51 µM | AID 1947 | 300,000 tested, 0.33% active | recombinant Fam108B, FP-Rh probe fluorescence polarization;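 active = inhibition above the screen mean inhibition plus 3 SD, computed separately per campaign, cut at about 18% in these data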;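 note: inhibitors lower polarization as less probe binds the enzyme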
# AGP1 TOR yeast: alters AGP1-GFP fluorescence in TOR pathway yeast screen. 320,000 tested, 0.02% active. S. cerevisiae AGP1-GFP multiplex flow cytometry, 3 h; GFP as percent of DMSO wells. GFP response vs DMSO, % at 10 µM;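 active = GFP response relative to DMSO above a set limit, near screen average plus 3 SD, cut at about 150% in these data; inconclusive = fewer than 70 cells counted for the yeast strain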;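 note: median GFP channel fluorescence of the gated AGP1 strain per well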
# CIT2 TOR yeast: alters CIT2-GFP fluorescence in TOR pathway yeast screen; GFP response vs DMSO, % at 10 µM; 320,000 tested, 0.065% active; S. cerevisiae CIT2-GFP strain, flow cytometry, 3 h; 100 means same as DMSO wells;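 active = GFP response relative to DMSO above a set limit, near the screen mean plus 3 SD, cut at about 150% in these data; inconclusive = Fewer than 70 cells measured for a yeast strain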;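 note: ratio of well median GFP fluorescence to mean of DMSO wells on the plate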
# BCLXL inh: blocks human Bcl-xL binding to Bim BH3 peptide; Q07817; 320,000 tested, 0.7% active; AID 2129; GST-Bcl-xL / FITC-Bim BH3 peptide fluorescence polarization; inhibition, % at 10.9 µM;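 active = inhibition above the mean of all tested compounds plus 3 SD, cutoff set per campaign, cut at about 30% in these data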;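 note: 0% = DMSO wells and 100% = unlabeled Bim-BH3 peptide competitor; inhibitors lower millipolarization by displacing the labeled peptide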
# Target sequence (Q07817 whole entry, looked up): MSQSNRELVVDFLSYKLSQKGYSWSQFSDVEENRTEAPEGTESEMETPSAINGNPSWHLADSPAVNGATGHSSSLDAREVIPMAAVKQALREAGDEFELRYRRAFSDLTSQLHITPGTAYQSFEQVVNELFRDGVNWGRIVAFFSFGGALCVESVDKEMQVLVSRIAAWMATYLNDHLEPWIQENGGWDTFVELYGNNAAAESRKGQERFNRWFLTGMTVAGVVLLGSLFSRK
# GRK2 aptamer HTS: human GRK2 inhibition via aptamer displacement; P25098; bead flow cytometry, FAM-aptamer displacement from GRK2; inhibition of aptamer binding, % at 10 µM; AID 488847; 330,000 tested, 0.59% active;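 active = inhibition of aptamer binding above 40%, roughly 3 SD of noise, on plates passing a quality check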;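 note: median bead fluorescence of bound FAM aptamer so fluorescent compounds give negative values; no value below 0 was filed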
# Target sequence (P25098 whole entry, looked up): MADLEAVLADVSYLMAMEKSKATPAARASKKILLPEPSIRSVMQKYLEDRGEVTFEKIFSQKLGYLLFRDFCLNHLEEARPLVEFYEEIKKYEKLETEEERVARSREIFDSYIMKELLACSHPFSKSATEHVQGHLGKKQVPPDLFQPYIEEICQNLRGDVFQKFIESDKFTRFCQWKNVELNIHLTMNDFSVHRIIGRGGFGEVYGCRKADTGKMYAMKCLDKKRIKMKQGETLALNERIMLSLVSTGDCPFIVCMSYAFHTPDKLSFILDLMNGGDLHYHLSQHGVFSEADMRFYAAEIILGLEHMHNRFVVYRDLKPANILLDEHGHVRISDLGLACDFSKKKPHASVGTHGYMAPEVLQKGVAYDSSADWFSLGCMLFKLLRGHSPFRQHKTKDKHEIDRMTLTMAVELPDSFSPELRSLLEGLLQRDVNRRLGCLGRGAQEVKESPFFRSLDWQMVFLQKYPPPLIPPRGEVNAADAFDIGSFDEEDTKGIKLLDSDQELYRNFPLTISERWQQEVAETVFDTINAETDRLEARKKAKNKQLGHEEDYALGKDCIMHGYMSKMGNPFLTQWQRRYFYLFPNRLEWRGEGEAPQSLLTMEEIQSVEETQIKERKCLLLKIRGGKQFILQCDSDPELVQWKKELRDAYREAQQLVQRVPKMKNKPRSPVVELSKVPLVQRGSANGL
# MEX-5 binding: C. elegans MEX-5 TCR-2 RNA binding activity; AID 1832; 300,000 tested, 0.38% active; MEX-5/FITC-TCR2 RNA binding, fluorescence polarization; active compounds read low; activity score (negative = inhibition of binding), % at 10 µM;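 active = inhibition past about -25% in most replicates, and total fluorescence under double the plate's negative control median, limit read from the data; inconclusive = replicates evenly split on the limit, or fluorescence at least double controls; inactive = too little inhibition in most replicates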;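 note: 0% = DMSO and -100% = 5 µM competing unlabeled TCR2 RNA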
# VLA-4 inh: inhibition in a human VLA-4 binding assay | P13612 | VLA-4 expressing cells, ligand binding flow cytometry | inhibition, % (about 7 µM as worked out from the volumes in the protocol) | 330,000 tested, 0.2% active; in the data active = inhibition above about 50%
# GLD-1 RNA inh: GLD-1-TGE RNA interaction inhibition (C. elegans) | Q17339 | purified GLD-1 + fluorescein TGE RNA, fluorescence polarization | inhibition, % at 5.96 µM | 320,000 tested, 0.44% active | AID 2280;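 active = percent inhibition above a per-plate cutoff, the plate mean of test compounds plus 3 SD, cut at about 30% in these data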;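 note: 0% = DMSO wells with GLD-1 and probe and 100% = wells lacking GLD-1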
# Active calls of the source: *; ? = inconclusive; · = no result given. Compounds as they come; overall some 2.2% were active at least once.
SMILES,MEX-5 binding,MCL1 BIM primary,VLA-4 inh,GLD-1 RNA inh,Fam108B counter,BCLXL inh,CIT2 TOR yeast,AGP1 TOR yeast,GRK2 aptamer HTS
O=C(NNC(=O)c1cc(Cl)ccc1O)c1cccc(S(=O)(=O)N2CCOCC2)c1,-27*,12,-3,3,2,9,103,102,2
O=C1/C(=C/c2ccco2)SC(=S)N1CC1CCCO1 (centres undefined),-3.0,26,-3,5,2,12,93,104,18
CCOCCCNC(=S)N1CCN(Cc2ccco2)CC1,0.8,4,-6,1,4,5,100,100,3
O=C(CCSCCc1ccccn1)Nc1cc(F)ccc1F,-1.4,7,22,2,3,9,·,·,0
COc1cc(C(=O)NCCCCc2ccccc2)cc(OC)c1OC,0.4,3,4,-1,0,4,101,99,0
C=CCn1c(SCC(=O)NCC2CCCO2)nc2scc(-c3ccc(OC)cc3)c2c1=O (centres undefined),2.2,3,18,3,1,4,91,95,0
COc1ccc(-n2c(C)cc(C(=O)Cn3nnc4ccccc4c3=O)c2C)cc1,-2.7,2,2,6,-2,4,107,94,0
CCCCOc1ccc(N(CC(=O)NC(C)(C)CC)C(=O)CCC(=O)Nc2ccccn2)cc1,-1.2,1,-7,-4,-3,2,97,103,1
CCOC(=O)C1CCN(C(=O)c2cccc(S(=O)(=O)NCc3ccccc3)c2)CC1,·,5,-3,0,·,0,98,101,0
CC(=O)NCCc1cnc[nH]1,-0.5,3,3,7,0,7,102,103,2
CN(c1ccccc1)S(=O)(=O)c1cc(C(=O)Nc2nc3ccccc3[nH]2)ccc1Cl,-3.2,15,1,3,-8,7,93,93,0
CCc1cc2c(NCc3ccccc3)nc(C)nc2s1,-3.2,15,3,0,-2,5,100,102,2
CCC(C(=O)NC1CC(C)(C)NC(C)(C)C1)c1ccccc1 (centres undefined),-0.5,7,3,0,-9,6,100,95,0
CCN(CC)S(=O)(=O)c1ccc(NC(=O)c2cccc3c2C(=O)N(CCOC)C3)cc1,-1.6,7,-1,4,-3,5,112,106,0
Cc1c(F)cccc1NS(=O)(=O)c1ccc2c(c1)c(=O)n(C)c(=O)n2C,0.5,8,5,3,3,9,90,100,1
O=C(O)c1c[nH]c2c(C(F)(F)F)cccc2c1=O,0.2,0,28,-4,-1,1,105,104,0
COC/C=C/C1=CC2=CC(=O)C(C)(OC(=O)c3cnc4ccccc4n3)C(=O)C2=CO1 (centres undefined),-42*,96*,-6,58*,15,74*,90,95,36
CCc1ccc(CNC(=O)C2CC(=O)N(C3CCCC3)C2)cc1 (centres undefined),-1.2,-3,4,2,-1,1,117,107,0
CSCCC(NC(=O)c1ccco1)C(=O)N1CC(C)OC(C)C1 (centres undefined),·,-3,0,5,·,5,102,105,3
CC(OC(=O)c1ccc(NC(=O)CC#N)cc1)C(=O)NC(=O)NC1CCCCC1 (centres undefined),6.2,-33,-2,-30,-22,-21,102,102,0
COC(=O)c1c(-c2ccc(OC)cc2)oc2ccccc12,3.5,-6,9,-2,-2,0,97,98,0
ONC(=Nc1ccc(Cl)cc1)c1ccccc1Cl,0.5,10,12,3,1,7,86,108,0
CCCCN(C(=O)c1cccc(S(=O)(=O)N2CCN(C)CC2)c1)c1c(N)n(CCCC)c(=O)[nH]c1=O,-0.4,-6,-1,5,1,-4,92,88,0
CCn1cc([N+](=O)[O-])c(C(=O)Nc2c(C)nn(Cc3cccc(F)c3)c2C)n1,1.2,4,2,6,3,-1,94,92,2
O=C(N/N=C/c1ccc([N+](=O)[O-])o1)c1ccc(NS(=O)(=O)c2cccs2)cc1,4.1,10,-1,6,18,5,96,96,3
CNC(=S)N/N=C(\C)c1cccc([N+](=O)[O-])c1,1.1,9,-3,2,6,4,105,104,0
Cn1c(Cc2ccccc2)nnc1SCC(=O)Nc1ccc2c(c1)OCCO2,-1.1,7,0,4,9,2,100,94,2
Cc1cccc(C)c1NC(=O)CSc1nnc(Cn2nnc(-c3ccccc3)n2)n1-c1ccccc1,0.0,-1,3,7,-4,0,90,97,2
CCOC(CCc1c(C)nc(NC(C)=O)[nH]c1=O)OCC,-0.5,·,-6,·,·,·,100,101,0
O=C(/C=C/c1cccc(F)c1)NC1CCN(Cc2ccccc2)CC1,1.4,10,4,4,0,7,97,94,0
COc1ccccc1NC(=O)CN1CC(=O)Nc2ccccc21,·,-5,0,-14,-1,-4,94,107,2
Cc1cc(C)n(CC(=O)NNC(=O)c2ccc(S(C)(=O)=O)cc2)n1,·,·,-6,-5,·,·,107,99,4
Cn1c(N)c(C(=O)c2ccc(Cl)c(S(=O)(=O)N3CCCCCC3)c2)c(=O)n(C)c1=O,·,·,-7,6,·,·,94,108,0
CCN(CC)S(=O)(=O)c1cc(NS(=O)(=O)c2c(Cl)cccc2Cl)ccc1C,1.6,9,17,-3,1,6,111,102,0
CCC(C)N1CNc2c(c(=O)[nH]c(=S)n2-c2cccc(C)c2)C1 (centres undefined),·,-2,-4,-3,-1,-3,101,107,3
Cc1c2cnn(CC(=O)NCCCN3CC(C)CC(C)C3)c(=O)c2c(C)n1Cc1ccccc1Cl (centres undefined),-1.0,2,-2,-5,-4,4,100,110,0
O=C(c1cncc(Br)c1)N1CCCc2ccccc21,-2.4,2,0,-5,-3,5,90,92,0
COc1ccc(CC(=O)NC(C)c2nnc(SCCOc3ccc(OC)cc3)n2C)cc1 (centres undefined),0.3,3,5,4,3,3,103,100,4
COc1ccccc1N1CCN(C(=O)Cc2cccs2)CC1,-1.6,7,0,-5,1,6,104,107,2
CCCC(=O)Nc1nc(C)c(-c2csc(Nc3ccc(Cl)cc3)n2)s1,3.2,-16,·,0,6,-5,·,·,·
CC(=O)N1CCN(S(=O)(=O)c2cccc(C(=O)NCc3ccc(F)cc3)c2)CC1,·,·,0,4,·,·,98,96,0
COCCCN(CC(=O)Nc1ccc(N2CCOCC2)cc1)S(=O)(=O)c1ccccc1,1.5,2,0,-1,9,0,93,96,0
Cc1csc(CNc2ncnc3ccc(-c4ccc5c(c4)OCCO5)cc23)c1,·,0,0,6,·,1,91,97,2
CCCC(=O)Nc1c2c(nn1-c1ccc([N+](=O)[O-])cc1)CS(=O)(=O)C2,0.5,2,4,1,-5,3,98,100,0
CC(=O)c1ccc(NC(=O)N2CCCC(C(=O)c3ccc4c(c3)OCO4)C2)cc1 (centres undefined),-3.8,4,5,5,-4,6,101,104,8
COc1ccccc1OCC(=O)NC1CCSc2ccccc21 (centres undefined),·,5,4,3,·,2,79,93,0
COc1ccccc1CNC(=O)c1cc(C(C)C)nc2ccccc12,-1.0,-3,12,1,-1,-2,97,98,2
Cc1ccc(NC(=O)C2CCCN(c3cnccn3)C2)c(C)c1 (centres undefined),-2.4,7,4,2,-5,5,98,93,0
CN(C(=O)COC(=O)c1cn(-c2ccccc2)nc1-c1ccccc1)C1CCS(=O)(=O)C1 (centres undefined),2.5,-2,17,-16,-1,-2,104,106,0
C/C(=N/Oc1nc(C)cc(C)n1)c1ccc(Br)cc1,-2.2,2,-5,2,4,5,105,99,0

# (more compounds)
SMILES,MEX-5 binding,MCL1 BIM primary,VLA-4 inh,GLD-1 RNA inh,Fam108B counter,BCLXL inh,CIT2 TOR yeast,AGP1 TOR yeast,GRK2 aptamer HTS
Cc1ccc(N2C(=N)/C(=C3/Nc4ccccc4S3)C(c3ccccc3)C2=O)cc1 (centres undefined),·,-22,-102,-19,3,-8,65,86,0
N#CCC(=O)N/N=C/c1c2ccccc2cc2ccccc12,-3.5,·,-4,·,·,·,88,?,0
CCOC(=O)N1CCC(N2C(=O)c3ccccc3C2=O)CC1,-0.6,-4,20,-1,-2,0,101,98,0
O=C(CCN1CCN(S(=O)(=O)c2ccc(Br)cc2)CC1)Nc1ccccc1F,2.9,1,3,3,1,4,95,95,0
CC(NC(=O)CSc1nc2sc3c(c2c(=O)n1-c1ccccc1)CCCC3)c1ccccc1 (centres undefined),-0.3,-2,-37,1,-2,1,92,99,1
CC(=O)c1ccc(NC(=O)CSc2nc(=O)n3cccc(C)c3n2)cc1,-0.8,-4,-8,1,1,-1,95,102,3
CCCc1cc(=O)oc2c(C)c(OCC(=O)N3CCC[C@@H]3C(=O)O)ccc12,-0.3,1,-47,1,2,0,102,102,0
O=C(CSc1nc2ccccc2[nH]1)NCCc1ccc(Cl)cc1,0.9,-1,31,4,-1,2,98,108,0
CCC(=O)N1CCc2cc(Br)cc(S(=O)(=O)N3CCC(C(=O)NC(C)C)CC3)c21,-0.6,5,-4,8,3,2,105,108,5
COc1ccc([C@H]2CC(=O)C=C(c3cccc(OC(F)(F)F)c3)C2)cc1,·,7,-2,2,·,7,104,100,3
CCCN1CCc2nc(SCC(=O)Nc3ccc(C)c(Cl)c3)[nH]c(=O)c2C1,1.1,3,-4,5,-2,5,115,110,0
CCCCN(C(=O)c1ccc2ccccc2c1)c1c(N)n(CCCC)c(=O)[nH]c1=O,·,2,4,9,·,3,83,92,0
O=C(CN1C(=O)c2ccccc2S1(=O)=O)NCCSCc1c(F)cccc1Cl,-2.9,8,-5,1,1,7,99,105,2
O=S1(=O)CCC(NC(=S)Nc2ccc(Cl)cc2)C1 (centres undefined),-1.8,13,12,1,1,12,·,·,4
N#CCC1c2ccccc2CCN1C(=O)Nc1ccc(C(F)(F)F)cc1 (centres undefined),-6.2,4,7,-1,2,2,111,111,0
COc1ccc(C(C(=O)NC2CCCC2)N(CCCO)C(=O)Cn2nnc(-c3ccc(C)o3)n2)cc1 (centres undefined),2.9,-1,5,-6,-5,-3,99,102,1
COCC(=O)Nc1cc(OC)c(Cl)cc1OC,0.5,4,-5,2,1,1,·,107,2
CC(=O)Oc1cccc(C(=O)Nc2c[nH]c(=O)[nH]c2=O)c1,-2.5,-1,6,-6,-3,4,99,106,0
CCOCCc1c(O)nc(SCC(=O)NCc2ccco2)[nH]c1=O,-0.5,10,25,4,-2,8,97,99,6
O=C(CSc1cn(CC(=O)N2CCOCC2)c2ccccc12)N1CCOCC1,-0.6,0,-6,-2,0,6,100,87,2
CC(C)C(=O)Nc1ccc(NC(=O)c2cccc(F)c2)cn1,0.2,6,5,4,-1,4,87,99,0
O=C(C[N+]12CC[N+](CC(=O)c3ccc(F)cc3)(CC1)CC2)c1ccc(F)cc1,1.8,4,-14,1,0,3,98,94,0
Cc1ccc(C)c(NC(=O)Cn2nnc(-c3ccc(N4CCOCC4)cc3)n2)c1,1.0,-13,22,-7,1,-4,91,93,1
CCOc1ccccc1CN1CCC(CO)(CCOc2ccccc2)CC1,0.2,7,3,4,-1,0,101,98,0
CCOc1ccc(C(C)=O)cc1CSC(=N)N,2.9,1,1,0,1,5,96,99,0
Cc1ccc(NC(=O)CSc2nnc3ccc(-c4cccnc4)nn23)cc1,-0.4,-5,6,1,-2,1,93,101,1
